IMPase Li cell: membrane-permeable IMPase blocker, potentiated with lithium | Potency, µM (top dose mostly 59.4 µM), without a hit: top-dose activity, negative = IMPase inhibition, usual class: inhibitors | CHO-M1 cells, IP1 TR-FRET (IP-One), carbachol + lithium | 0.35% of 210,000 active;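 further: IP1 builds up when IMPase is blocked and the TR-FRET signal falls; potency means the concentration at half of the fitted maximal effect; plate controls were basal vehicle for no effect and high inhibitor control for full effect; nearly all actives have a fitted effect of over 50% in size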
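Concentration–response in CHO-M1 cells, lithium-potentiated; 30 min at 37C. IP1 detected by competitive TR-FRET after 10 min lysis at RT. Hill-fitted AC50.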
Luc counter: blocks Kinase-Glo luciferase, a counter-screen artifact; Kinase-Glo luciferase, ATP luminescence, 8 min; AID 1379; Q27757; Potency, µM (doses to about 38.3 µM), inactives show at the top dose activity change, negative = inhibition, actives largely listed as inhibitors; 0.28% of 200,000 active; further: potency means the concentration at half of the fitted maximal effect; on the % scale 0 is the no-effect control and ±100 the full control effect; nearly all actives have a fitted effect of over 60% in size
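Compounds were added to a substrate mix at pH 7.2 (50 mM imidazole, 10 uM ATP, within the enzyme's linear range), followed by Kinase-Glo detection reagent; luminescence was measured after 8 minutes at ambient temperature.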
Lamin A splicing: changes lamin A minigene splicing in HeLa cells; Potency, µM (series often up to 46.1 µM), for the others: top-dose ratio change, negative = inhibition, hits mostly inhibitors; 0.01% of 200,000 active; AID 1487; HeLa LMNA splicing GFP/RFP minigene ratio, 48 h; active means well fitted inhibition curve with a large enough effect in the signal ratio, with a control signal flat, not every such curve was filed as active; inconclusive means small, poorly fitted or top-dose-only effect, or effect the other way, or a change in a side signal; the % refers to the signal ratio; further: potency means the concentration at half of the fitted maximal effect; on the % scale 0 is the no-effect control and ±100 the full control effect
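Read-out is the ratio of GFP to DsRed2 object intensity, acquired by 488 nm laser-scanning cytometry on HeLa lamin A-EGFP minigene reporter cells. Compound incubation 48 hrs at 37 °C in Opti-MEM with 2% FBS; DMSO 0.5% final.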
SMN2 splice enh: increases expression of the SMN2 splice variant; Potency, µM (series often up to 46.1 µM), without a hit: at the top dose activity change, positive = activation, most hits filed as activators; HEK293 SMN2-luciferase splicing reporter, luminescence, 30-36 h; 2.8% of 210,000 active; further: potency means the concentration at half of the fitted maximal effect; % of control where 0% means no effect; nearly all actives have a fitted effect of over 55% in size
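HEK293 cells carry an SMN2 minigene-luciferase reporter in which exon 7 inclusion puts luciferase in frame. Cells were seeded at 2000 cells/well, attached for 10-12 hours, then exposed to compounds for 30-36 hours at 37C before ONE-Glo luminescence.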
CBFb RUNX1 block: blocks binding between human CBF-beta and RUNX1; AlphaScreen CBFb-His/RUNX1-biotin binding, biochemical; Potency, µM (top dose mostly 59.8 µM), inactives show at the top dose activity, negative = inhibition, actives largely listed as inhibitors; 230,000 tested, under 10 active; further: % of control where 0% means no effect
Target sequence (Q01196 whole entry, looked up): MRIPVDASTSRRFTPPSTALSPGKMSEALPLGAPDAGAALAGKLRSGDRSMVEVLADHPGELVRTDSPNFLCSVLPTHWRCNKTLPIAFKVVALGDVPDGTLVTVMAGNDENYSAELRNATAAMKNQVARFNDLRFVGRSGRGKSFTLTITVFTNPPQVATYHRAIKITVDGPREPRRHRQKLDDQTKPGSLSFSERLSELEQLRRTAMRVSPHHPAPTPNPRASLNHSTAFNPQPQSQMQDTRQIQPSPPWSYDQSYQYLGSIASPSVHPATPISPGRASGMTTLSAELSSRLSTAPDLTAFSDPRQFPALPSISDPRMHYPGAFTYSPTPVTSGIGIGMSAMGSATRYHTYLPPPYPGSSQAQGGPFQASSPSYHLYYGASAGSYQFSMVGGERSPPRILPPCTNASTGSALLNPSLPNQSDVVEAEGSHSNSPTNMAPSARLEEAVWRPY
Target sequence (Q13951 whole entry, looked up): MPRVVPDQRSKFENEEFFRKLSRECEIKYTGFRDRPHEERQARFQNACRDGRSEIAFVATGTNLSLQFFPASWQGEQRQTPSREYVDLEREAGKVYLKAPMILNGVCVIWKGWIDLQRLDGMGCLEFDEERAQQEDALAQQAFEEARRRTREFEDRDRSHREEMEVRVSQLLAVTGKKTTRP
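CBF-beta (His) and RUNX1 (biotin), 30 nM each; 20 min preassociation; + compound, 15 min; + beads 50 ng each (Ni, streptavidin), 90 min; RT; AlphaScreen read.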
HTT ATP protect: Huntington cell model cytoprotection by ATP luminescence | PC12 HTT-Q103 induced, cytoprotection, ATP luminescence, 40 h | Potency, µM (series often up to 56.4 µM), without a hit: cytoprotection (ATP increase), actives largely listed as activators | 0.14% of 230,000 active | AID 1471;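 further: potency means the concentration at half of the fitted maximal effect; % of control where 0% means no effect; nearly all actives have a fitted effect of over 45% in size; toxic huntingtin expression switched on by the ecdysone agonist tebufenozide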
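Rat PC12, Q103 Htt exon1-GFP fusion, ecdysone promoter; tebufenozide inducer 100 nM final; compound titration; qHTS, 1500 cells/well; ATPlite luminescent read.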
HttQ103 aggreg: mutant huntingtin aggregation inhibition. PC12 HttQ103-GFP aggregates, Acumen cytometry, 40 h. Potency, µM (top dose mostly 46.1 µM), for inactives: at the highest dose activity change, negative = inhibition, usual class: inhibitors. 1.1% of 220,000 active; further: potency means the concentration at half of the fitted maximal effect; on the % scale 0 is the no-effect control and ±100 the full control effect; nearly all actives have a fitted effect of over 60% in size
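Quantitative HTS on tebufenozide-induced (100 nM) PC12 cells stably expressing polyQ103 Huntingtin exon 1–GFP. Reduction of bright GFP aggregates, detected by laser scanning cytometry after lysis, identified actives across the titration.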
* = called active by the depositor; [ ] = remark or other dose. Unless noted, the call rests on the fitted dose curve; in most records, active means well fitted curve in the direction sought with a large enough effect; inconclusive means small, poorly fitted or top-dose-only effect, or another doubt; inactive means no such curve, though single readings can be large; an effect the other way counts as inactive or inconclusive.

Screening Cc1ccc(N2C(=O)c3ccccc3C2Nc2ccc(S(=O)(=O)N3CCOCC3)cc2)nc1 (stereo not given) returned IMPase Li cell 4%[38.3 µM], Luc counter -7%, Lamin A splicing 3%, SMN2 splice enh 7%, CBFb RUNX1 block -7%, HTT ATP protect -15% and HttQ103 aggreg -15%.
Screening CCN(CC)C(=O)C(=O)c1cccn1-c1c(Cl)cccc1C#N returned IMPase Li cell 3%, Luc counter -5%, Lamin A splicing -16%[46 µM], SMN2 splice enh -6%, CBFb RUNX1 block 1%, HTT ATP protect -11%[1.9 µM] and HttQ103 aggreg 8%[9.22 µM].
For Cc1nn(-c2ccc(F)cc2)c(C)c1CN1CCN(CCc2ccccc2)C(CCO)C1 (stereo not given) the results were IMPase Li cell 25%, Luc counter -2%, Lamin A splicing 6%[46 µM], CBFb RUNX1 block 0%, HTT ATP protect 7%[10 µM] and HttQ103 aggreg 12%[9.22 µM].
For COC(=O)c1cn(NC(=O)c2ccc(OC)c([N+](=O)[O-])c2)c(=O)c2ccccc12 the results were IMPase Li cell 8%, Luc counter 4%, Lamin A splicing inconclusive, SMN2 splice enh 10%, CBFb RUNX1 block 9%, HTT ATP protect -51%[inhibitor] and HttQ103 aggreg 22%.
For O=C(COc1ccc(Br)cc1)Nc1cc(S(=O)(=O)N2CCCCC2)ccc1N1CCCCC1 the results were IMPase Li cell 6%, Luc counter 0%, Lamin A splicing 2%, SMN2 splice enh -16%, CBFb RUNX1 block 10%, HTT ATP protect -3%[0.074 µM] and HttQ103 aggreg -27%.
Screening CCOC(=O)CNc1nc(C#N)nc(N2CCOCC2)n1 returned IMPase Li cell -11%[38.3 µM], Luc counter -5%, Lamin A splicing 10%, SMN2 splice enh -17%, CBFb RUNX1 block -22%, HTT ATP protect -46%[inhibitor] and HttQ103 aggreg -3%.
For Cc1cnc(NS(=O)(=O)c2ccc(Cl)cc2)c(Br)c1 the results were CBFb RUNX1 block -4%, HTT ATP protect 5%[10 µM] and HttQ103 aggreg 10%[9.22 µM].
O=C(OCc1nnc(-c2ccc(Cl)cc2)o1)c1ccc(=O)n(Cc2ccccc2)n1 was read as IMPase Li cell 6%, Luc counter 0%, Lamin A splicing -3%, SMN2 splice enh 10%, CBFb RUNX1 block 9%, HTT ATP protect 18%[10 µM] and HttQ103 aggreg 10%.
`CC(C)[C@H](Nc1nc(-c2ccccc2)nc2c1oc1ccccc12)C(=O)O` gave IMPase Li cell -10%[38.3 µM], Luc counter 0%, Lamin A splicing 7%[0.0737 µM], SMN2 splice enh 9%, CBFb RUNX1 block -2%, HTT ATP protect -20% and HttQ103 aggreg -6%.
For CCC(=NC1CC(C)(C)NC(C)(C)C1)C1=C(O)CC(C)(C)CC1=O the results were IMPase Li cell -21%[38.3 µM], Luc counter -2%, Lamin A splicing 2%, SMN2 splice enh -6%, CBFb RUNX1 block 2%, HTT ATP protect -4% and HttQ103 aggreg 3%.
For Cc1ccccc1S(=O)(=O)Cc1ccc(C(=O)N2CC(C)CC(C)C2)o1 (stereo not given) the results were IMPase Li cell -5%[38.3 µM], Luc counter -4%, Lamin A splicing -19%, SMN2 splice enh -9%, CBFb RUNX1 block -3%, HTT ATP protect -29% and HttQ103 aggreg -4%.
COC(C)(C)[C@]12CC(O)(C(C)C)ON1[C@H]1CCCCC1N2O (stereo not given in full) was read as IMPase Li cell 15%[38.3 µM], Luc counter -8%, Lamin A splicing 3%, SMN2 splice enh inconclusive, CBFb RUNX1 block 11%, HTT ATP protect -1% and HttQ103 aggreg -14%.
`CN(C)S(=O)(=O)c1ccc2oc(SCC(=O)Nc3ccccc3F)nc2c1` gave IMPase Li cell -2%, Luc counter -1%, Lamin A splicing inconclusive, SMN2 splice enh 11µM*, CBFb RUNX1 block 4%, HTT ATP protect -80%[inhibitor] and HttQ103 aggreg 2%.
`O=[N+]([O-])c1cccc(S(=O)(=O)[N-]c2nc3ccccc3nc2-n2cc[n+](Cc3ccccc3)c2)c1` gave CBFb RUNX1 block 2%, HTT ATP protect 1%[10 µM] and HttQ103 aggreg -15%[9.22 µM].
For O=c1[nH]n(-c2ncnc3c2cnn3-c2ccccc2)c(=O)c2ccccc12 the results were IMPase Li cell -1%[38.3 µM], Luc counter 0%, Lamin A splicing inconclusive, SMN2 splice enh -3%, CBFb RUNX1 block -7%, HTT ATP protect 1% and HttQ103 aggreg -6%.
For COC(=O)c1ccc(C(NC(=O)OCc2ccccc2)/C(=C/[C@@H](C)C(=O)NCc2ccc(-c3ccccc3)cc2)c2cccnc2)cc1 (stereo not given in full) the results were IMPase Li cell -7%, Luc counter -4%, SMN2 splice enh 10%, CBFb RUNX1 block -26% and HTT ATP protect -2%.
For COc1ccc(CNC(=O)c2cc3c(=O)n4ccccc4nc3n(Cc3cccnc3)c2=N)cc1 the results were IMPase Li cell 24%[38.3 µM], Luc counter -6%, Lamin A splicing 5%, SMN2 splice enh 14%, CBFb RUNX1 block 4%, HTT ATP protect 14% and HttQ103 aggreg 4%.
Screening COC(=O)COc1c(Cl)cc(Cl)c2ccc(C)nc12 returned IMPase Li cell -14%, Luc counter 2%, SMN2 splice enh -8%, CBFb RUNX1 block inconclusive, HTT ATP protect -19% and HttQ103 aggreg -15%.
`Cc1c(NC2=C(Cl)C(=O)N(c3ccccc3)C2=O)c(=O)n(-c2ccccc2)n1C` gave IMPase Li cell 38%[activator][38.3 µM], Luc counter 1%, Lamin A splicing -3%, SMN2 splice enh 11%, CBFb RUNX1 block -2%, HTT ATP protect -13% and HttQ103 aggreg -1%.
O=C(CN1CCOCCOCCOCC1)Nc1ccccc1 was read as IMPase Li cell 3%[38.3 µM], Luc counter -3%, Lamin A splicing 8%, SMN2 splice enh -8%, CBFb RUNX1 block 3%, HTT ATP protect -6% and HttQ103 aggreg 6%.
`COc1ccc(C(c2c(NC(=O)c3ccccc3)sc(C)c2C)N2CCN(CCO)CC2)cc1` (stereo not given) gave IMPase Li cell 2%, Luc counter -11%, Lamin A splicing inconclusive, SMN2 splice enh inconclusive, CBFb RUNX1 block inconclusive, HTT ATP protect 8%[10 µM] and HttQ103 aggreg inconclusive.
`COc1c(C)cc(S(=O)(=O)N2CCCC2)c(C)c1C` gave IMPase Li cell 36%[activator][38.3 µM], Luc counter -2%, Lamin A splicing 4%, SMN2 splice enh -19%, CBFb RUNX1 block 1%, HTT ATP protect -21% and HttQ103 aggreg -14%.
For O=C(COc1ccc(Br)cc1CO)Nc1ccccc1F the results were IMPase Li cell -5%[38.3 µM], Luc counter 1%, Lamin A splicing -3%, SMN2 splice enh -3%, CBFb RUNX1 block 6%, HTT ATP protect -8%[0.074 µM] and HttQ103 aggreg 0%.
Screening Oc1ccc(-n2cnnn2)cc1 returned IMPase Li cell 25%[38.3 µM], Luc counter -4%, Lamin A splicing 22%, SMN2 splice enh -5%, CBFb RUNX1 block 2%, HTT ATP protect -2% and HttQ103 aggreg -14%.
For CSc1cccc(CN2CCCC(CO)(Cc3cccc(Cl)c3)C2)c1 (stereo not given) the results were IMPase Li cell 25%, Luc counter -2%, Lamin A splicing inconclusive, SMN2 splice enh -6%, CBFb RUNX1 block 5%, HTT ATP protect 24%[10 µM] and HttQ103 aggreg 14%[9.22 µM].
`O=c1cc(O)c2c(=O)n(-c3ccccc3)c3ccccc3c2o1` gave IMPase Li cell -15%[38.3 µM], Luc counter -5%, Lamin A splicing -5%, SMN2 splice enh -15%, CBFb RUNX1 block 2%, HTT ATP protect -13% and HttQ103 aggreg 24%.
Screening Cc1ccc(NC(=O)COC(=O)CN2C(=O)NC(C)(C)C2=O)cc1S(=O)(=O)N1CCOCC1 returned IMPase Li cell -6%, Luc counter 1%, SMN2 splice enh 9%, CBFb RUNX1 block 0% and HttQ103 aggreg 19%.
For Cc1ccc(NNC2CC(=O)N(c3cccc(Cl)c3)C2=O)cc1 (stereo not given) the results were IMPase Li cell 4%, Luc counter 1%, Lamin A splicing inconclusive, SMN2 splice enh -4%, CBFb RUNX1 block -17%, HTT ATP protect -27% and HttQ103 aggreg 6%.
For COc1ccc(S(=O)(=O)Nc2ccccc2C(=O)OC2CCCN(C)C2)cc1OC (stereo not given) the results were IMPase Li cell 8%[38.3 µM], Luc counter -1%, Lamin A splicing 9%, SMN2 splice enh 9%, CBFb RUNX1 block 0%, HTT ATP protect -9% and HttQ103 aggreg -15%.
`CNc1ccc(Br)cc(C(=O)/C=C/c2cc(OC)ccc2OC)c1=O` gave IMPase Li cell 23%, Luc counter -2%, Lamin A splicing 7%, SMN2 splice enh -77%[inhibitor], CBFb RUNX1 block 1%, HTT ATP protect 13%[10 µM] and HttQ103 aggreg -2%[9.22 µM].
`CC12CC(NC(=O)N1CCc1ccccc1)c1ccccc1O2` (stereo not given) gave IMPase Li cell 6%[38.3 µM], Luc counter -2%, Lamin A splicing inconclusive, SMN2 splice enh -31%[inhibitor], CBFb RUNX1 block 1%, HTT ATP protect -13% and HttQ103 aggreg -26%.
Screening COc1ccccc1CNC(=O)COC(=O)c1ccc(NC(N)=O)cc1 returned IMPase Li cell 3%[38.3 µM], Luc counter -1%, Lamin A splicing 7%, SMN2 splice enh -6%, CBFb RUNX1 block 4%, HTT ATP protect -12%[10 µM] and HttQ103 aggreg 27%.
`Fc1ccc2nc(Nc3nc4c(s3)CCCC4)sc2c1` gave IMPase Li cell 11%[38.3 µM], Luc counter 0%, Lamin A splicing 16%, SMN2 splice enh 14µM*, CBFb RUNX1 block -2%, HTT ATP protect -19% and HttQ103 aggreg -11%.
`CCOC(=O)c1ccc(N2Cc3cc(C)c(C)cc3C2)cc1O` gave IMPase Li cell 35%[activator][38.3 µM], Luc counter -1%, Lamin A splicing -12%, SMN2 splice enh 4%, CBFb RUNX1 block 10%, HTT ATP protect 23%[10 µM] and HttQ103 aggreg 6%.
`COc1cccc(=O)c2c(C)oc(C)c12` gave IMPase Li cell 6%[38.3 µM], Luc counter -3%, Lamin A splicing -6%, SMN2 splice enh -18%, CBFb RUNX1 block -2%, HTT ATP protect -12%[10 µM] and HttQ103 aggreg 1%.
